ZTA counter: blocks Epstein-Barr virus ZTA, an EBNA-1 counter-screen | AID 2234 | 320,000 tested, 0.15% active | ZTA-DNA binding, fluorescence polarization | P03206 | inhibition, % at 11 µM; in the data active = inhibition above about 33%
Target sequence (P03206 whole entry, looked up): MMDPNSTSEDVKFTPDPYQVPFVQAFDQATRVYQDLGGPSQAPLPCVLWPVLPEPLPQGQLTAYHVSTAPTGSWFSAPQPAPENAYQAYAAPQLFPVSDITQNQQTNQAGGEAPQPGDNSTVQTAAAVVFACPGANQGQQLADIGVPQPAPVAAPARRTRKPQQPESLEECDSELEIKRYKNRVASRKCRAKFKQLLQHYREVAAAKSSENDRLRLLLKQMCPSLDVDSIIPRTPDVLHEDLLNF
TPT1 inhibitor: blocks Candida albicans tRNA 2'-phosphotransferase | recombinant caTPT1, FP RNA substrate dephosphorylation | inhibition, % at 5 µM | 300,000 tested, 0.81% active | AID 1962;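 active = inhibition above the mean of all tested compounds plus 3 SD, set per screening campaign, cut at about 24% in these data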;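 note: plate controls were DMSO alone for no effect and ferristatin control at 100 nM for full effect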
PP5 primary: inhibitors of human protein phosphatase 5 (PP5). P53041. purified PP5c, OMFP substrate fluorescence. inhibition, % at 6.7 µM. 320,000 tested, 0.18% active;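 active = inhibition above the campaign's mean inhibition across all tested compounds plus 3 SD, cut at about 9.5% in these data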;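 note: 0% = DMSO only and 100% = 100 µM cantharidin control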
PREPL inh: inhibits the human prolyl oligopeptidase-like enzyme; Q4J6C6; recombinant PREPL, fluorescence polarization activity-based probe; inhibition, % at 5.96 µM; 320,000 tested, 0.68% active; AID 2751; in the data active = inhibition above about 43%;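 note: 0% = enzyme with DMSO and 100% = wells lacking enzyme; many of its hits are not listed in these tables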
EBNA-1 inhibitor: blocks EBNA-1 binding to DNA | EBNA-1 DNA binding, fluorescence polarization | inhibition, % at 14.8 µM | 300,000 tested, 0.34% active | AID 1950; in the data active = inhibition above about 28%
PP1 counter: blocks human PP1-alpha phosphatase, a PP5 counter-screen; P62136; purified PP1alpha, OMFP fluorescence; 320,000 tested, 0.9% active; AID 2235; inhibition, % at 6.7 µM;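 active = inhibition above the mean inhibition of all tested compounds plus 3 SD, computed separately for each screening campaign, cut at about 15% in these data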
Target sequence (P62136 whole entry, looked up): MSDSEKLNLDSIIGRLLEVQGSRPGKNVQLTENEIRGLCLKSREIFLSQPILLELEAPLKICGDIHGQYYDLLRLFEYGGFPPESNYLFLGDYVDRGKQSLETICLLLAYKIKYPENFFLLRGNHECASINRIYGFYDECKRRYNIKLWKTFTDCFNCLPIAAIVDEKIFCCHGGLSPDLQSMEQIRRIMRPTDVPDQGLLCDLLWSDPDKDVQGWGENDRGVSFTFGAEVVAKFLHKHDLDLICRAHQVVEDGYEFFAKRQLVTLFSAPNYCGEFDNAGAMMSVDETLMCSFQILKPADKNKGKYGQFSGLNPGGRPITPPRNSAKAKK
Fh CTSL1 inh: counter-screen for PFM18AAP inhibitors: inhibitors of F. hepatica cathepsin L1 | recombinant F. hepatica cathepsin L1, Z-Leu-Arg-MCA fluorescence | inhibition, % at 5.96 µM | 300,000 tested, 0.49% active;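 active = inhibition above the mean of all tested compounds plus 3 SD, set per screening campaign, cut at about 17% in these data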;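 note: 0% = plate median of test compound wells and 100% = 1 µM Z-Phe-Ala-diazomethylketone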
Efflux pump inh: blocks antifungal efflux pumps in multiplex yeast assay. S. cerevisiae Candida pump triplex, Nile Red efflux. inhibition, % at 10 µM. 330,000 tested, 0.44% active. AID 485275;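 active = plate passing quality check with inhibition over a set limit, or well fluorescence over plate mean plus 4 SD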;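 note: Nile Red retained in pooled yeast measured as flow cytometry median fluorescence; 0% = buffer negative control and 100% = Enniatin B positive control; higher means more Nile Red kept so more efflux inhibition; some compounds called inactive have numbers as strong as hits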
core dimer inh: HCV core protein dimerization inhibition; TR-FRET GST/Flag-core106 dimerization, 1536-well; inhibition, % at 5 µM; 300,000 tested, 0.33% active;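 active = inhibition above the mean of all tested compounds plus 3 SD, set per screening campaign, cut at about 45% in these data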
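Material: GST/Flag-tagged HCV core106 proteins. Incubation: 4 h, 22.5 °C incubation. Read-out basis: inhibition (%) from 671 over 617 nm ratio. Measured by: TR-FRET, excitation 340 nm, emission 617 and 671 nm.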
An asterisk follows results filed as active; / = not tested or not shown. These rows are one share of the data (hit frequency here may not be typical).

no.	smiles	ZTA counter	TPT1 inhibitor	PP5 primary	PREPL inh	EBNA-1 inhibitor	PP1 counter	Fh CTSL1 inh	Efflux pump inh	core dimer inh
1	CCOc1ccc(NC(=O)CN2C(=O)CSC(C)C2=O)cc1 (centres undefined)	9	-1	-1.7	1	2	-3	10	0.0	1
2	O=C(Nc1ccon1)c1cccc(S(=O)(=O)N2CCCCC2)c1	14	-1	0.4	2	9	-3	-1	-0.1	12
3	COc1cccc(/C=N\NC(=O)c2ccc(C)nc2)c1	-13	-2	-5.1	5	-9	-9	7	0.0	-13
4	COc1cccc(C2C(C#N)=C(N)Oc3cc(C)oc(=O)c32)c1OC (centres undefined)	-15	6	-3.5	5	10	-5	7	-0.1	-7
5	Cc1ccc(NC(=O)c2ccc(=O)[nH]n2)cc1S(=O)(=O)Nc1ccccc1Cl	-1	/	1.3	-9	/	2	/	-0.1	/
6	CCOc1ccc(NC(=O)CN(c2cccc(C(F)(F)F)c2)S(C)(=O)=O)cc1	0	-2	1.9	3	2	3	1	0.0	0
7	O=C(N/N=C/c1ccccc1[N+](=O)[O-])c1cccs1	2	3	1.6	-2	-4	2	-1	-0.1	6
8	O=C1CCCCC(=O)N(c2ccccc2)c2ccccc21	11	-2	-1.6	13	4	1	-1	0.0	3

(further entries)
no.	smiles	ZTA counter	TPT1 inhibitor	PP5 primary	PREPL inh	EBNA-1 inhibitor	PP1 counter	Fh CTSL1 inh	Efflux pump inh	core dimer inh
9	O=C(Nc1ccccc1N1CCN(C(=O)c2ccc(Cl)cc2)CC1)c1ccc2c(c1)OCO2	16	1	2.4	-3	12	15	1	0.0	15
10	O=C(c1cnccn1)N1CCc2ccccc21	-1	-3	-0.3	-4	5	-1	-1	-0.1	11
11	O=C(/C=C\c1ccco1)NC(=S)Nc1ccccc1O	5	11	-0.5	8	0	0	5	-0.1	3
12	Nn1c(SCc2cccc(Br)c2)nnc1-c1cccnc1	-6	-4	2.8	-1	0	-4	-4	0.0	-1
13	Cc1ccc2[nH]c3c(c2c1)CCNC3=O	-8	-3	-0.5	6	0	0	-5	-0.2	-2
14	Nn1c(SCC(=O)Nc2c(Cl)cccc2Cl)nncc1=O	5	2	0.8	-16	2	-10	-2	0.0	5
15	COc1ccc(CCNC(=O)Cn2c(=O)oc3cc(Cl)ccc32)cc1OC	-2	0	5.4	13	-3	2	6	-0.1	-1
16	COc1cc(NC(=O)c2ccc3c(SCC(=O)O)c4c(nc3c2)CCC4)cc(OC)c1OC	-12	-2	1.6	13	-11	8	-3	0.8	-3

Other results
no.	smiles	ZTA counter	TPT1 inhibitor	PP5 primary	PREPL inh	EBNA-1 inhibitor	PP1 counter	Fh CTSL1 inh	Efflux pump inh	core dimer inh
17	CC(=O)c1ccc(N2CCN(S(=O)(=O)c3c(C)[nH]c(C)c3C(=O)N3CCCC3)CC2)cc1	6	-4	-2.5	3	9	-2	1	0.0	-5
18	C=CCOc1cccc(C2C(C(=O)c3ccco3)=C(O)C(=O)N2Cc2ccncc2)c1 (centres undefined)	2	2	2.9	4	-8	1	3	0.0	11
19	NS(=O)(=O)c1ccc(CCNC(=O)CCNS(=O)(=O)c2ccccc2C(F)(F)F)cc1	3	/	1.0	-5	/	-3	/	0.0	/
20	COc1ccc(C2/C=C\CN(C(=O)c3ccc(C)cc3)CC(=O)N2Cc2ccc(F)cc2)cc1 (centres undefined)	10	-2	2.5	0	8	2	0	/	11
21	COc1cccc(OCc2nc3ccccc3[nH]2)c1	-2	-7	-0.1	-7	-4	-7	1	-0.1	6
22	CC1(c2ccc3ccccc3c2)NC(=O)N(CC(=O)N2CCN(S(=O)(=O)c3ccccc3F)CC2)C1=O (centres undefined)	6	4	1.2	23	-1	0	1	-0.2	12
23	CC(=O)N1CN(S(=O)(=O)c2ccc(C)cc2)CC1C (centres undefined)	-3	1	0.5	0	8	-3	-1	0.1	2
24	CC12CCC(C(=O)N(CCCCN3CCN(c4ccccn4)CC3)C1=O)C2(C)C (centres undefined)	-20	-4	1.7	-8	-4	2	-2	0.0	-9

Two records picked at random from those above:
no.	smiles	ZTA counter	TPT1 inhibitor	PP5 primary	PREPL inh	EBNA-1 inhibitor	PP1 counter	Fh CTSL1 inh	Efflux pump inh	core dimer inh
15	COc1ccc(CCNC(=O)Cn2c(=O)oc3cc(Cl)ccc32)cc1OC	-2	0	5.4	13	-3	2	6	-0.1	-1
12	Nn1c(SCc2cccc(Br)c2)nnc1-c1cccnc1	-6	-4	2.8	-1	0	-4	-4	0.0	-1

More compounds.
no.	smiles	ZTA counter	TPT1 inhibitor	PP5 primary	PREPL inh	EBNA-1 inhibitor	PP1 counter	Fh CTSL1 inh	Efflux pump inh	core dimer inh
25	CCCNC(=O)N1CCN(S(C)(=O)=O)CC1	7	-1	1.6	-4	-2	-3	-2	-0.2	-4
26	CC(C)(C)c1ccc(NC(=O)Nc2ccc(F)cc2)cc1	8	4	5.2	-2	13	4	1	-0.1	2
27	CN(C)CCCN(Cc1cc2cc3c(cc2[nH]c1=O)OCO3)C(=S)NCc1ccco1	-8	2	3.8	17	-2	-2	2	0.1	1
28	O=C(/C=C/c1ccc([N+](=O)[O-])cc1)NCc1ccccn1	-2	-2	-3.0	24	13	-1	5	-0.1	-10
29	CC1(C)CC(=O)C(C2c3ccccc3S(=O)(=O)c3ccccc32)C(=O)C1	1	1	-2.5	17	-15	1	-1	0.2	10
30	O=C(ON=C1CCSCC1)c1ccccc1	-1	-5	-0.9	5	7	-1	-1	-0.1	-3
31	CCN(CC(=O)Nc1ccccc1C(=O)Nc1ccccc1)Cc1nc2ccccc2c(=O)[nH]1	-1	-2	-1.4	-10	3	-4	0	0.0	-1
32	Cn1c(SCCC#N)nnc1-c1ccc(F)cc1	13	1	3.0	6	-9	-1	4	-0.1	2

Carrying on:
no.	smiles	ZTA counter	TPT1 inhibitor	PP5 primary	PREPL inh	EBNA-1 inhibitor	PP1 counter	Fh CTSL1 inh	Efflux pump inh	core dimer inh
33	O=C(COC(=O)c1cccc([N+](=O)[O-])c1)NCc1cccs1	1	-2	-2.4	1	0	0	-6	-0.1	-1
34	C=CCn1c(C)cc(C(=O)COC(=O)/C=C/c2c(C)nn(C3CCS(=O)(=O)C3)c2Cl)c1C (centres undefined)	0	-3	1.2	-8	1	-2	-3	0.1	8
35	CO/N=C/C(C#N)=C/c1cc(C(=O)c2ccc(F)cc2)cn1C	6	-5	2.4	-9	10	-3	-4	0.0	4
36	COc1c(Cl)cc(C(=O)Nc2ccccc2-c2ccccc2)cc1Cl	-1	2	3.8	21	-1	-3	1	0.0	4
37	COc1cccc(Nc2nc(-c3ccccc3)nc3ccccc23)c1	-4	-2	1.5	-8	3	5	-4	0.1	6
38	COc1ccc(-c2nnc(SCC(=O)c3cccs3)o2)cc1	-2	2	-1.3	1	4	-4	-2	-0.1	26
39	O=c1cc2c(nn1Cc1c(Cl)cccc1Cl)-c1ccccc1CC2	11	5	-1.2	0	-3	2	3	0.1	7
40	O=C(CCc1ccc(S(=O)(=O)NC2CCCCC2)cc1)N(Cc1ccccc1)Cc1ccccc1	5	-2	5.7	9	4	14	2	0.2	9

Remaining list, next part
no.	smiles	ZTA counter	TPT1 inhibitor	PP5 primary	PREPL inh	EBNA-1 inhibitor	PP1 counter	Fh CTSL1 inh	Efflux pump inh	core dimer inh
41	CC1(C)CC(NC(=O)C(c2ccccc2)c2ccccc2)CC(C)(C)N1	-1	2	2.3	-5	5	-2	-2	0.1	2
42	CC1=NN(c2ccccc2)C(=O)C1N=Nc1ccc(N)cc1 (centres undefined)	-3	-4	2.6	4	1	3	0	-0.1	24
43	S=C(NCCc1ccccc1)N1CCc2ccccc2C1	-8	-4	1.7	-15	3	4	1	0.2	-11
44	COc1ccc(OCC(O)Cn2c(N3CCCCC3)nc3c2c(=O)n(C)c(=O)n3C)cc1 (centres undefined)	-16	3	2.2	13	-6	4	-1	0.5	-10
45	O=C(NCC1CCCO1)c1ccc(Oc2ccc([N+](=O)[O-])cc2Cl)cc1 (centres undefined)	6	0	0.0	21	4	-4	-3	0.3	8
46	Cc1c(Cl)cccc1N1C(=O)CC(N(O)c2ccccc2)C1=O (centres undefined)	-21	-3	-0.7	13	2	3	-4	-0.2	-11
47	Cc1ccc(S(=O)(=O)N(Cc2cc3cccc(C)c3[nH]c2=O)c2ccccc2)cc1	-5	0	3.9	-13	6	-5	-3	-0.1	22
48	Nc1nc(/C=C/c2ccc(F)cc2)nc(-c2ccccc2O)n1	-3	-2	-0.4	6	-3	6	0	-0.1	-1

(continued)
no.	smiles	ZTA counter	TPT1 inhibitor	PP5 primary	PREPL inh	EBNA-1 inhibitor	PP1 counter	Fh CTSL1 inh	Efflux pump inh	core dimer inh
49	Cc1ccccc1-n1c(C)nnc1SCC(=O)N1CC(=O)Nc2ccccc21	15	-1	0.1	-6	2	-1	-2	0.0	4
50	COc1cc(NC(=O)c2ccc(NC3=NC4CS(=O)(=O)CC4S3)cc2)cc(OC)c1 (centres undefined)	-10	2	-1.1	9	6	-1	4	0.0	-1
51	CCOc1ccc(N(CC(=O)NC2CCCC2)C(=O)CCC(=O)Nc2ccccn2)cc1	15	-4	2.0	2	6	0	0	0.1	-1
52	c1ccc(-c2ccccc2OCCCN2CCCC2)cc1	-9	0	1.9	-6	1	-2	-1	0.3	-7
53	O=c1cc(-c2ccccc2)nc2nc(SCc3ccccc3)[nH]n12	2	0	0.0	11	0	3	4	0.2	4
54	CSc1ccc(NC(=O)Nc2cc(C)ccn2)cc1	3	-3	2.8	2	-5	0	1	-0.1	5
55	O=C(NCCN1CCOCC1)c1cc2sccc2n1Cc1ccc(Cl)cc1	7	1	1.1	-1	11	-1	-2	-0.1	1
56	Cc1cc(C)c(S(=O)(=O)NC2CCN(Cc3ccccc3)CC2)c(C)c1	6	0	4.0	-34	3	-4	13	0.0	3

(list continues)
no.	smiles	ZTA counter	TPT1 inhibitor	PP5 primary	PREPL inh	EBNA-1 inhibitor	PP1 counter	Fh CTSL1 inh	Efflux pump inh	core dimer inh
57	Cc1onc(-c2ccccc2)c1C(=O)Nc1cc(C(F)(F)F)ccc1N1CCOCC1	-12	2	3.9	7	-2	1	-2	0.0	1
58	CC1(C(=O)NCC2CCCO2)Oc2cccnc2NC1=O (centres undefined)	-1	-1	1.9	5	1	-2	-2	0.0	-5
59	Cc1cc(NC(=O)CCC(=O)N(Cc2ccco2)C(C(=O)NC2CCCCC2)c2cccs2)no1 (centres undefined)	10	0	1.3	8	-4	-3	-3	0.2	3
60	O=C(NCc1ccccc1)C(=O)NCC1OCCN1S(=O)(=O)c1ccc2c(c1)OCCO2 (centres undefined)	13	1	-0.5	3	-5	0	-2	-0.1	8
61	Cc1cccc2cc(CN(Cc3ccco3)C(=O)NC3CCCCC3)c(=O)[nH]c12	2	4	0.6	15	-19	9	-4	0.3	6
62	CCOC(=O)C(Cc1ccc(NC(=O)/C(=C\c2ccccc2)NC(=O)c2ccccc2)cc1)N1C(=O)c2ccccc2C1=O (centres undefined)	-4	1	2.0	-6	-9	12	-1	1.2	33
63	N#Cc1cccc(C(=O)OCC(=O)NC(=O)NC2CCCCC2)c1	0	3	-0.2	0	5	0	1	0.2	0

Bioassay records (PubChem BioAssay)
